HCMV antiviral: blocks human cytomegalovirus replication. HFF cells, HCMV-luciferase reporter, 72 h; active compounds read low. activity change, negative = inhibition, % at 57.5 µM. 410,000 compounds, 4.5% hits. AID 1259415; in the data active = activity change below about -60%; inconclusive = no clear call, values can overlap the other calls; inactive = above about -39%
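Screen run at 2 compound doses on HFFs infected with reporter HCMV, MOI 1 PFU/cell. Luciferase activity from cell lysates at 72 h post infection gave inhibition relative to buffer-only and Salinomycin wells.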
AmpC no deterg: AmpC beta-lactamase inhibition without detergent; P00811; AmpC nitrocefin hydrolysis, absorbance 480 nm, 0.0001% Triton; Potency, µM (series often up to 57.1 µM), without a hit: at the highest dose activity change, negative = inhibition, most hits filed as inhibitors; 330,000 compounds, 0.52% hits; AID 485341;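 note: potency is the fitted concentration of half-maximal effect; plate controls were no compound for no effect and no enzyme for full effect; nearly all actives have a fitted effect of over 20% in size; some results filed as inactive show a strong effect at the top dose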
Target sequence (P00811 whole entry, looked up): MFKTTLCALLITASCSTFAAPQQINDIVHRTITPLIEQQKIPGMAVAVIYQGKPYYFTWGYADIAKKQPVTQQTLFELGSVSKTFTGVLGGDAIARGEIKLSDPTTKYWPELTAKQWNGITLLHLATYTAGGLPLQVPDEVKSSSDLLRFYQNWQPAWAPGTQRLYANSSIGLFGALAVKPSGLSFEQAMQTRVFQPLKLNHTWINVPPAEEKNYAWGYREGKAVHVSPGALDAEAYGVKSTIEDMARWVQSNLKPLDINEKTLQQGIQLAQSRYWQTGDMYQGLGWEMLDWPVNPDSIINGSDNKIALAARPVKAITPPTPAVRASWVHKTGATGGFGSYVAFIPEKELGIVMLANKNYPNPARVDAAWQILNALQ
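AmpC (5.3 nM in the dispensed reagent) in 20 mM phosphate pH 7.0 with 0.01% (detergent screen) or 0.0001% Triton X-100 was preincubated with compounds for 15 min at room temperature. Nitrocefin was then added from an 800 uM solution, and hydrolysis was followed at 480 nm.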
Tb PYK inh: blocks Trypanosoma brucei pyruvate kinase; Q57TT1; 410,000 compounds, 0.12% hits; TbPYK enzyme, Kinase-Glo Plus ATP luminescence, 45 min; Potency, µM (series often up to 76.8 µM), for inactives: at the highest dose activity, negative = inhibition, actives largely listed as inhibitors; note: potency is the fitted concentration of half-maximal effect; nearly all actives have a fitted effect of over 50% in size
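Activity of T. brucei pyruvate kinase was followed by Kinase-Glo Plus luminescence after the enzyme reacted 45 min at room temperature with 130 uM ADP (final) and substrate. Test compounds were added before ADP at multiple concentrations.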
Sm TGR block: S. mansoni TGR enzyme inhibition; purified TGR, DTNB reduction, TNB absorbance 405 nm; Potency, µM (highest dose often 114 µM), without a hit: top-dose activity change, negative = inhibition, hits mostly inhibitors; 360,000 compounds, 3% hits; AID 485364; note: potency is the fitted concentration of half-maximal effect; nearly all actives have a fitted effect of over 60% in size
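Kinetic colorimetric format: TGR-catalysed, NADPH-driven DTNB reduction monitored via TNB absorbance. Enzyme dispensed at 20 nM; compound exposure 15 min at room temperature before reaction start.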
AMA1-RON2 inh: inhibitors of Plasmodium falciparum AMA1-RON2 interaction. AlphaScreen AMA1-biotinylated RON2 peptide binding. 360,000 compounds, 0.2% hits. Potency, µM (series often up to 58.2 µM), for inactives: at the top dose activity change, negative = inhibition, most hits filed as inhibitors;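 note: potency is the fitted concentration of half-maximal effect; 0% = vehicle wells and -100% = peptide control; nearly all actives have a fitted effect of over 45% in size; some results filed as inactive show a strong effect at the top dose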
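AMA1 (3D7) with his tag at 25 nM final met compounds first, then biotinylated RON2 peptide at 25 nM; detection used donor plus acceptor beads, 10 µg/mL apiece, read by AlphaScreen after 30 min at room temperature.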
AmpC inh detg: blocks E. coli AmpC beta-lactamase in detergent assay. AmpC hydrolysis of nitrocefin, absorbance 480 nm, 0.01% Triton. Potency, µM (titrated, usually from 114 µM), for the others: at the top dose activity change, negative = inhibition, hits mostly inhibitors. 370,000 compounds, 0.041% hits. AID 485294;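 note: potency is the fitted concentration of half-maximal effect; 0% = no-compound wells and -100% = no-enzyme wells; nearly all actives have a fitted effect of over 25% in size; some results filed as inactive show a strong effect at the top dose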
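20 mM phosphate pH 7.0 + 0.01% (detergent screen) or 0.0001% Triton X-100; 5.3 nM AmpC reagent; cpd preinc 15 min RT; nitrocefin (800 uM stock) to start; A480 q20 s × 4 min; Activity was normalised to no-enzyme and no-compound control wells.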
LmPK inh: LmPK (Leishmania mexicana) enzyme inhibition | Q27686 | purified LmPK, Kinase-Glo ATP luminescence, 1 h | AID 1721 | Potency, µM (series often up to 57.5 µM), for inactives: at the highest dose activity change, negative = inhibition, usual class: inhibitors | 290,000 compounds, 0.37% hits; note: potency is the fitted concentration of half-maximal effect
Target sequence (Q27686 whole entry, looked up): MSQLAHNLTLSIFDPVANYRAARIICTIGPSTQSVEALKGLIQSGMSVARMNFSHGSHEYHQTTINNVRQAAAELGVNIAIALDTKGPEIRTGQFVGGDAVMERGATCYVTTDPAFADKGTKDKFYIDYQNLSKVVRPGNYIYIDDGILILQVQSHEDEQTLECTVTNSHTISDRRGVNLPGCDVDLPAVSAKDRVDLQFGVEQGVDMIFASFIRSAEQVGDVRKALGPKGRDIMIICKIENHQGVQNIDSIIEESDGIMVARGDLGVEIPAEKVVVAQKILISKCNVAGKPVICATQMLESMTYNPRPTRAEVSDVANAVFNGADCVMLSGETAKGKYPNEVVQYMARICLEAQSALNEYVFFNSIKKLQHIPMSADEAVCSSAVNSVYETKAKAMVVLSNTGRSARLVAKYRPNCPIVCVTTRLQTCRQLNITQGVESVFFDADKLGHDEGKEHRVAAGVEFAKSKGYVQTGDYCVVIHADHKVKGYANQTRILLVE
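Pyruvate kinase activity monitored as ATP production (luciferase luminescence). Conditions: 0.1 nM enzyme, 0.5 mM PEP, 0.1 mM ADP, 1 h, RT; normalized against uninhibited and no-enzyme wells.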
* marks the source's active call; other numbers are inactive results; ? = inconclusive; · = not tested or not shown; [ ] = remark or other dose. Unless noted, calls come from the whole dose curve; as a rule, active = well fitted curve in the direction sought with a large enough effect; inconclusive = small, poorly fitted or top-dose-only effect, or another doubt; inactive = no such curve, though single readings can be large; an effect the other way counts as inactive or inconclusive. Unless noted, % is set by controls: 0 for no effect and ±100 for the full control effect.

#	canonical_smiles	AMA1-RON2 inh	Tb PYK inh	LmPK inh	AmpC no deterg	HCMV antiviral	Sm TGR block	AmpC inh detg
1	O=C(NCCO)c1ccc(Cl)c(Cl)c1	12%	-7%	6%	-24%	-5	16%	-2%
2	CC(=NNS(=O)(=O)c1ccc(C)cc1)c1ccncc1	8%	-2%	·	·	?	·	·
3	O=C(CCn1c(=O)oc2ccccc21)N1CCN(c2ccc(F)cc2)CC1	0%	-1%	1%	21%	25	?	?
4	Cc1ccc(NC2=NC(c3ccco3)n3c(nc(C)cc3=O)N2)c(C)c1 (stereo not given)	·	·	3%	-18%	·	0%	-7%
5	COc1ccc(NC(=O)CCc2c(C)nn(-c3ccc(N4CCOCC4)nn3)c2C)cc1	19%	0%	-1%	40%	21	-8%	-2%
6	CC(=O)N1CN(C2CCCC2)Cc2c1sc1c2CCCC1	29%	-4%	2%	10%	14	-32%	0%
7	COCC(=O)N(Cc1nc2sc(C)c(C)c2c(=O)[nH]1)C1CCCCC1	12%	3%	-1%	18%	-7	9%	-4%
8	Cc1cccc(C)c1-n1nnnc1C(c1ccnc2ccccc12)N1CCOCC1 (stereo not given)	8%	8%	·	·	-9	·	·
9	CCOC(=O)N1CCN(Cc2nnc(-c3ccccc3Cl)o2)CC1	41%[activator]	3%	-2%	-2%	-96*	9%	-2%
10	Cc1cc(C)n(-c2nc3ccccc3nc2NCCc2ccccc2)n1	224%[activator]	-10%	1%	-12%	-2	0%	?
11	COc1cccc(/C=N/Nc2ncnc3c2ncn3Cc2ccccc2)c1O	23%	-16%	-2%	-29%	-98*	0%	-14%
12	CCOc1ccc2nc(SCC)[nH]c2c1	-20%	-9%	1%	-26%	41	9%	5%
13	O=C(CSc1nc2sc3c(c2c(=O)n1-c1ccccc1)CCCC3)NCc1ccco1	0%	-5%	0%	-18%	-93*	-11%	-11%
14	COC(=O)[C@H](Cc1ccccc1)NC(=O)/C=C/[C@H]1O[C@@H](n2ccc(=O)[nH]c2=O)[C@H](O)[C@@H]1O	-6%	-4%	·	·	8	·	·
15	Cc1[nH]c2ccc(OCc3ccccc3)cc2c1CCN	?	1%	5%	-2%	7	25%	0%
16	Cc1cccc(C(=O)Nc2cccc(C(=O)OCc3cc(=O)n4nc(C5CC5)sc4n3)c2)c1	·	4%	·	·	53	5%	3%
17	O=Cc1ccc(-c2cccs2)s1	8%	-4%	·	·	13	·	·
18	CC1Oc2ccccc2N(Cc2cccnc2)C1=O (stereo not given)	-2%	3%	-3%	1%	49	-4%	?
19	O=C(NCC1CC1)c1onc(CSc2ccc(F)c(F)c2)c1C(=O)NCC1CC1	12%	-10%	·	-10%	0	6%	1%
20	O=C(COC(=O)c1ccccc1NC(=O)c1ccco1)Nc1ccc2c(c1)OCO2	-2%	-13%	0%	-29%	?	-4%	2%
21	CCOC(=O)c1cccc(NC(=O)c2cncc(Br)c2)c1	12%	1%	-6%	-22%	-14	-5%	-4%
22	COc1cc2c(cc1OC)C(C(=O)NCCC(C)C)C1CCCCN1C2=O (stereo not given)	1%	3%	-9%	1%	24	2%	?
23	CCCCc1c(C)nc2ccc(C)cc2c1SCCC(=O)O	9%	-6%	1%	-19%	-18	·	3%
24	CCOc1cccc(/C=C2\NC(=S)N(c3ccccc3)C2=O)c1O	42%[activator]	-2%	-3%	-45%	150	-20%	1%
25	Cc1ccc(C(=O)Nc2cccc(C(=O)O)c2)cc1	-12%	?	-17%	-14%	-1	0%	-13%
26	c1ccc(OCCSc2ncnc3nc[nH]c23)cc1	3%	-5%	·	·	21	·	·
27	Cc1cc(C)nc(-n2nc(C)cc2NC(=O)CN2CCCC(C)C2)n1 (stereo not given)	2%	-16%	5%	51%	-40	25µM*	?
28	COc1cc(C(=O)O)cc(OC)c1OCc1cc(C(=O)O)oc1C	-1%	-8%	19%	-11%	-23	-11%	-22%
29	CC(C)[C@H](NC(=O)c1c(F)cccc1F)C(=O)N1CCN(c2ccc(F)cc2)CC1	32%[activator]	2%	8%	19%	-3	-5%	-14%
30	Cc1cc(C(=O)Nc2cccc(NC(=O)c3ccco3)c2)ccc1[N+](=O)[O-]	-7%	2%	-11%	-41%	-82*	-10%	?
31	Cc1onc(-c2ccccc2Cl)c1C(=O)NCc1ccc(S(N)(=O)=O)cc1	-12%	1%	8%	-18%	11	-23%[11.4 µM]	-9%
32	CCCOn1c(-n2nc(C)cc2C)nc2ccccc2c1=O	7%	6%	1%	-10%	-10	6%	?
33	CCCNC(=O)COc1coc(CN2CCN(Cc3ccccc3)CC2)cc1=O	1%	0%	-8%	-5%	27	-27%	-8%
34	CC1CC(C)CN(S(=O)(=O)c2cccc3nsnc23)C1 (stereo not given)	14%	5%	-6%	-10%	-25	6%	-7%
35	CC(=O)c1c(C)[nH]c(C(=O)COC(=O)CCNS(=O)(=O)c2ccc(C)c(C)c2)c1C	0%	6%	·	-54%	-12	·	·
36	Cc1ccc(/C=N/NC(=O)c2cc3ccccc3cc2O)o1	62%[activator]	5%	-2%	?	13	-15%	-11%
37	CCn1nc(C)c(CCN(C)C(=O)Nc2ccc(C)c(Cl)c2)c1C	·	1%	·	·	19	1%	12%
38	c1ccc(-n2ncc3c(NCc4ccc5c(c4)OCO5)ncnc32)cc1	-2%	3%	5%	-25%	18	-7%	-2%
39	COC(=O)C1=C(c2cccc(C#N)c2)C[C@@H]2CC[C@H]1N2C(=O)NC1CC1	25%	4%	·	2%	2	6%	10%
40	Cc1ccc(S(=O)(=O)N2CCC(C(=O)Nc3ccc(N4CCOCC4)cc3)CC2)cc1C	-14%	1%	·	-9%	-13	1%	?
41	CCc1nc(SCC(=O)N2CCN(c3ccccc3)CC2)c2oc3ccccc3c2n1	-2%	-5%	-3%	-13%	-18	33%	0%
42	CCOC(=O)C1CCCN(CCC(=O)Nc2ccc(OC)cc2OC)C1 (stereo not given)	·	3%	·	·	0	-1%	7%
43	CNc1ccc(Br)cc(C(=O)/C=C/c2cccc(Cl)c2Cl)c1=O	-13%	-15%	0%	-41%	51	2.5µM*	7%
44	CN(Cc1ccccc1)S(=O)(=O)c1ccc(OCC(=O)NCc2cccnc2)cc1	-9%	-17%	4%	75%[activator]	4	3%	4%
45	CCc1ccc(NCc2cc3ccc(OC)cc3n(CC(=O)Nc3ccccc3C)c2=O)cc1	·	-2%	·	·	-34	2%	1%
46	COc1ccc(-c2cc(-c3ccccc3)nc(SCC(=O)Nc3ccccc3C)c2C#N)cc1	·	-12%	·	·	9	0%	-2%
47	COC(=O)c1cc(S(=O)(=O)NCc2ccc3c(c2)OCO3)c[nH]1	-7%	2%	0%	-14%	5	0%	-9%
48	CC(=O)Nc1ccc(C(=O)Nc2cccc(S(=O)(=O)NC3=NCCC3)c2)cc1	0%	-13%	·	-27%	-23	5%	-14%
49	COc1ccc(C2=C(Nc3ccc(Br)c(C)c3)c3ccccc3C2=O)cc1	·	0%	·	·	5	-6%	19%
50	CCOC(=O)c1cc2c(=O)n3ccccc3nc2n(CC(C)C)c1=NC(=O)c1cc2ccccc2o1	·	1%	·	·	3	-6%	-3%
51	CCOC(=O)C1CCCN(Cc2cn3c(-c4cccc(Br)c4)nnc3s2)C1 (stereo not given)	·	0%	·	·	-3	-3%	17%
52	O=C(Cn1c(=O)oc2ccccc21)Nc1ccccc1Cl	-14%	0%	-5%	-19%	-23	0%	-16%
53	Cc1nc2c(c3c1[nH]c1ccccc13)C(O)CC(C)(C)C2 (stereo not given)	12%	-11%	-6%	-41%	-90*	-6%	-5%
54	C/C(=N\Nc1cccc(C(=O)O)c1)c1ccc(Cl)s1	-6%	-22%	20%	-19%	20	-15%	?
55	COc1ccc(-c2nc(-c3cccc(C)c3)no2)cc1OC	8%	-2%	-1%	-18%	116	0%	-10%
56	O=c1cc(N2CCCCC2)c2ccccc2o1	18%	-2%	8%	-17%	-28	19%	-3%
57	CCN(CC)S(=O)(=O)c1ccc(N/N=C(\C)c2ccncc2)c([N+](=O)[O-])c1	-5%	3%	14%	-12%	-14	7%	10%
58	COc1nc(Cl)cn(-c2ccc(Cl)cc2)c1=O	7%	-2%	-5%	-18%	-22	-28%	?
59	O=C(NCc1cccnc1)c1cnn2ccccc12	9%	2%	2%	0%	9	4%	0%
60	COc1ccc(/C=C(/NC(=O)c2ccccc2)C(=O)N/N=C/c2cccs2)cc1OC	52%[activator]	-2%	0%	-6%	-24	6%	-8%

Single records (already shown). Order of screens: AMA1-RON2 inh	Tb PYK inh	LmPK inh	AmpC no deterg	HCMV antiviral	Sm TGR block	AmpC inh detg
Record of CCOC(=O)c1cc2c(=O)n3ccccc3nc2n(CC(C)C)c1=NC(=O)c1cc2ccccc2o1 → ·	1%	·	·	3	-6%	-3%
Record of CCOC(=O)C1CCCN(Cc2cn3c(-c4cccc(Br)c4)nnc3s2)C1 (stereo not given) → ·	0%	·	·	-3	-3%	17%

(more compounds)
#	canonical_smiles	AMA1-RON2 inh	Tb PYK inh	LmPK inh	AmpC no deterg	HCMV antiviral	Sm TGR block	AmpC inh detg
61	Cc1cc2c(c(=O)n1-c1ccccc1)C1O[C@](c3ccsc3)(Cc3cc(C#N)ccc31)O2	·	·	-15%[11.5 µM]	-55%[11.4 µM]	·	-29%[22.9 µM]	-15%[22.9 µM]
62	Fc1ccc(Sc2nc(-c3ccccc3)nnc2C(F)(F)F)cc1	-2%	2%	-4%	?	18	?	-2%
63	Cc1noc(-c2ccccc2OC(=O)c2ccccc2)n1	19%	-5%	-3%	-5%	-7	1%	-13%
64	c1ccc2nc(-c3ccc(-n4ccnc4)cc3)ccc2c1	0%	0%	-1%	1%	?	-1%	-13%
65	N=c1oc2ccccc2cc1C(=O)NC1CCCCCC1	-20%	8%	1%	0%	45	8%	0%

Screens deposited in PubChem by National Center for Advancing Translational Sciences (NCATS).
